Screens: PubChem, PCMD
FXIa mix inh – blocks human factor XIa in pooled compound mixtures; P03951; purified FXIa, fluorogenic substrate; inhibition, % at 5 µM; 0.19% of 62,000 active; in the data active = inhibition above about 20%, passing the limit was not always enough;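 note: each value is inhibition by a whole ten-compound pool holding the compound; 0% = enzyme with no mixture and 100% = wells lacking enzyme; strong numbers were not always called active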
CatB mixtures – inhibitors of human cathepsin B in compound mixtures. P07858. Purified cathepsin B, AMC dipeptide fluorescence. inhibition, %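 (ten-compound pools at 5 µM per compound and 50 µM total)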. 0.06% of 62,000 active. AID 488; in the data active = inhibition above about 22%, passing the limit was not always enough;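 note: 0% = enzyme without compound and 100% = no enzyme blank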
AP ELISA ortho – orthogonal test for alternative complement pathway inhibitors. Human serum alternative complement pathway, LPS-coated ELISA, C3 deposition; tested in compound mixtures. inhibition, % at 5 µM. 0.08% of 62,000 active;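 active = inhibition above 30% in each of the two pooled mixtures holding the compound, so the lower value exceeds 30%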;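 note: 0% = serum in Mg-EGTA without compound and 100% = EDTA serum blank; some compounds past the cut are filed as inactive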
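Assay system: human serum alternative complement pathway, C3 deposition on LPS-coated wells; Dosing: 5 µM per compound in ten-compound mixtures; Detection: Anti-C3 ELISA, OD 450 nm; Buffer or medium: Mg2+-EGTA GVB++ buffer containing human serum at 1:15 dilution; Timing: 1 h at 37 °C; Replication: two different pools per compound.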
CatS inh – inhibitors of human cathepsin S | recombinant cathepsin S, AMC dipeptide fluorescence, pooled mixtures | 0.06% of 62,000 active | inhibition, %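 (tested at 5 µM per compound within 10-compound mixtures)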 | P25774; in the data active = inhibition above about 32%, passing the limit was not always enough;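 note: 0% = enzyme without compound and 100% = blank without enzyme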
C1s block – human complement C1s inhibition | P09871 | purified C1s, fluorogenic AMC substrate, pooled mixtures | AID 538 | mean inhibition % of two 10-compound mixtures (active compounds read high), % at 5 µM (by protocol) | 0.16% of 62,000 active;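 active = inhibition above 20% in each of the two 10-compound mixture wells holding the compound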;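 note: 0% = enzyme wells lacking compound mixture and 100% = no-enzyme blank wells; some compounds called inactive have numbers as strong as hits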
Target sequence (P09871 16-437 limits assumed): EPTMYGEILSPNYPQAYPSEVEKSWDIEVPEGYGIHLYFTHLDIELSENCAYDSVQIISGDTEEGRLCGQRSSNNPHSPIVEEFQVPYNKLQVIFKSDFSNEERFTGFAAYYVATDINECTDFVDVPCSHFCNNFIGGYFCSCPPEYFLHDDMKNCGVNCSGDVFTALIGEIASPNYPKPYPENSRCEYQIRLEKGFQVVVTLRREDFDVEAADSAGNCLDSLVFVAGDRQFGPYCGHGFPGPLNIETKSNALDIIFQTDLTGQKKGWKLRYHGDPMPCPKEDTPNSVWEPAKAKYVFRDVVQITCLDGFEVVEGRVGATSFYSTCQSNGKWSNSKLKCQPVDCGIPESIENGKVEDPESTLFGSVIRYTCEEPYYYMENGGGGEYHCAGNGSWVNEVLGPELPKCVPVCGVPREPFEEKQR
Target sequence (P09871 438-688 limits assumed): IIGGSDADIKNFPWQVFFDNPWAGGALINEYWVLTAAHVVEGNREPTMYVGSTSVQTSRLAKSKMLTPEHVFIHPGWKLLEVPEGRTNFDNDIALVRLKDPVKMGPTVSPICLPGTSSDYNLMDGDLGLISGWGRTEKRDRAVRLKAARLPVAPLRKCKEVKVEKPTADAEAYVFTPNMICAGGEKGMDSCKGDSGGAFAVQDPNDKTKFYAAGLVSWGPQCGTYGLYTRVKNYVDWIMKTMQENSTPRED
E coli RNAP – Escherichia coli RNA polymerase inhibition; 0.2% of 62,000 active; AID 559; P0A8V2; inhibition, %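 (tested at 10 µM)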; E. coli RNA polymerase, fluorescence transcription assay; in the data active = inhibition above about 20%;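 note: 0% = enzyme without compound and 100% = no enzyme blank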
CatL inh – inhibitors of human cathepsin L; 0.17% of 58,000 active; purified cathepsin L, fluorogenic substrate, fluorescence; inhibition, %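 (tested at 10 µM)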; AID 460; P07711; in the data active = inhibition above about 45%;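 note: 0% = enzyme with no compound and 100% = no enzyme blank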
CatB block – inhibitors of human cathepsin B; purified cathepsin B, fluorogenic substrate, fluorescence; inhibition, %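 (tested at 10 µM)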; 0.1% of 63,000 active; AID 453; in the data active = inhibition above about 21%;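 note: 0% = enzyme with no compound and 100% = no enzyme blank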
Cathepsin G inh – cathepsin G (human) inhibition; P08311; purified enzyme, AMC-tetrapeptide fluorescence, pooled mixtures; inhibition, % at 5 µM (by protocol); 0.2% of 62,000 active;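 active = inhibition above 20% in each of the two mixture wells holding the compound; inactive = inhibition of 20% or less in either well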;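 note: 0% = enzyme control without mixture and 100% = blank lacking enzyme; strong numbers were not always called active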
Target sequence (P08311 21-244 limits assumed): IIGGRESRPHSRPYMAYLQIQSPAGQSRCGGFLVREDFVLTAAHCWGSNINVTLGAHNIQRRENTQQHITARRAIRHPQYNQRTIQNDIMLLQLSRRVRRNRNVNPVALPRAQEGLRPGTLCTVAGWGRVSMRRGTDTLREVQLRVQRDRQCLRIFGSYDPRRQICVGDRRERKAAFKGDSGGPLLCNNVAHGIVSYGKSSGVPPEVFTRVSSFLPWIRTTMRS
Starred values were filed as active, the others as inactive; . = no result given. This is a subset; rates above refer to the full screens.

#1 Cc1occc1-c1nnc(SCC(=O)N2CCN(c3ccc(F)cc3)CC2)n1C
#2 COCCn1c(SCC(=O)OCc2ccccc2)nc2c1c(=O)[nH]c(=O)n2C
#3 CC1(C)Cc2c(c(N3CCOCC3)nc3sc(C#N)c(N)c23)CS1
#4 Cc1ccc2nc(Nc3ncc4c(n3)CCCC4=O)nc(C)c2c1
#5 O=C(Oc1nsnc1N1CCOCC1)N1CCOCC1
#6 CC1CC(C)CN(Cc2nc3c(c(=O)n(C)c(=O)n3C)n2CCN2CCOCC2)C1 (centres undefined)
#7 Cc1cc(NC(=O)CS(=O)(=O)c2cn(Cc3ccc(F)cc3)c3ccccc23)no1
#8 CC(=O)Nc1cc(C(F)(F)F)ccc1OCC1CCCO1 (centres undefined)
#9 COc1ccccc1C1C(C#N)=C(N)Oc2cc(C)n(Cc3ccccn3)c(=O)c21 (centres undefined)
#10 CCN(CC)C(=O)CSC1=Nc2ccccc2C2=NC(Cc3c[nH]c4ccccc34)C(=O)N12 (centres undefined)
assay / entry	1	2	3	4	5	6	7	8	9	10
FXIa mix inh	13	-7	4	10	7	-6	3	4	4	0
CatB mixtures	3	1	1	4	7	1	4	2	5	5
AP ELISA ortho	-4	2	-1	14	11	-4	0	7	-1	22
CatS inh	15	7	-6	-12	5	18	14	3	33	1
C1s block	-5	-47	-41	15	17	-27	-13	2	-10	-6
E coli RNAP	3	5	-1	9	31*	9	7	13	7	-2
CatL inh	9	11	-25	12	3	22	.	15	16	.
CatB block	9	11	-5	0	1	10	-4	2	2	7
Cathepsin G inh	-1	-8	8	11	11	-5	-2	10	-2	11

#11 CCOC(=O)Cc1nnc(NC(=O)c2cccc(OCC)c2)s1
#12 Cc1ccc(-n2nnc3c(=O)n(Cc4ccccc4C)cnc32)cc1
#13 COc1ccccc1NC(=O)CN(Cc1ccco1)C(=O)c1cccs1
#14 CCOCc1nnc(NC(=O)c2ccco2)s1
#15 Cc1c(NC(=O)COC(=O)Cc2ccc(Cl)cc2)c(=O)n(-c2ccccc2)n1C
#16 CCSc1nnc(NC(=O)c2cccnc2)s1
#17 COC(=O)c1cc(S(=O)(=O)NC2CCN(Cc3ccccc3)CC2)cn1C
#18 COc1ccc(C(=O)CCN2CCCCCC2)cc1
#19 Cc1cc(C)n(CCc2nc3c4ccccc4nc(SCc4ccc(C#N)cc4)n3n2)n1
#20 O=C(O)C1CCCN1S(=O)(=O)c1ccc(Cl)c(Cl)c1 (centres undefined)
assay / entry	11	12	13	14	15	16	17	18	19	20
FXIa mix inh	11	5	5	11	-2	8	8	8	6	4
CatB mixtures	-2	-1	-2	1	3	3	7	-1	1	3
AP ELISA ortho	11	0	0	3	11	18	24	1	12	12
CatS inh	-9	-3	-2	14	-7	-6	0	1	0	1
C1s block	-4	16	-15	-5	2	19	17	-13	11	15
E coli RNAP	1	1	-1	4	-1	2	4	11	2	5
CatL inh	-1	.	-7	18	3	-3	-7	11	.	.
CatB block	-3	0	-1	4	-3	3	0	5	6	0
Cathepsin G inh	9	-1	-3	-3	1	12	9	-1	7	10

#21 Cc1nc2sc(C(c3ccc(F)cc3)N3CCOCC3)c(O)n2n1 (centres undefined)
#22 CC1CCCN(c2nc3c(c(=O)[nH]c(=O)n3C)n2CCSc2nc3ccccc3o2)C1 (centres undefined)
#23 CCOC(=O)NC(=O)CSc1nc(C)cc(C)c1C#N
#24 O=C(COc1ccccc1Cl)NCc1ccco1
#25 COc1ccc(C2C(C(=O)N3CCN(C)CC3)c3ccccc3C(=O)N2C2CCCCC2)cc1 (centres undefined)
#26 CC(=O)N(C)c1nc(-c2ccc(Cl)cc2)cs1
#27 O=C1c2ccccc2NC(c2ccc(F)cc2)N1Cc1ccco1 (centres undefined)
#28 Cc1cc(C(=O)CSc2nc3ccccc3c(=O)n2C)c(C)n1Cc1ccc2c(c1)OCO2
#29 COc1ccccc1OCCCCNCCO
#30 CCCCOc1cccc(C(=O)N(Cc2cccs2)C2CCS(=O)(=O)C2)c1 (centres undefined)
assay / entry	21	22	23	24	25	26	27	28	29	30
FXIa mix inh	-4	4	1	5	10	6	5	3	3	-39
CatB mixtures	3	2	-2	1	-1	2	-1	0	2	-15
AP ELISA ortho	2	10	14	14	13	11	8	-4	-1	10
CatS inh	10	1	-6	-15	-5	-8	7	11	-6	-25
C1s block	1	6	-23	0	1	-6	2	1	19	-212
E coli RNAP	4	7	-11	2	-3	5	-8	1	5	7
CatL inh	10	2	0	-18	-8	1	-74	8	14	22
CatB block	6	-1	0	1	0	-7	3	1	-1	2
Cathepsin G inh	7	6	0	0	0	-3	6	-5	44	-21

#31 O=C(OCc1nc2ccccc2s1)c1cccc(S(=O)(=O)N2CCOCC2)c1
#32 COC(=O)C1CCN(C(=O)CN2C(=O)NC(CCc3ccccc3)C2=O)CC1 (centres undefined)
#33 O=C(COC(=O)Cn1[nH]c(=O)c2ccccc2c1=O)Nc1ccc2c(c1)OCO2
#34 CC1CCCCN1C(=O)c1ccc(S(=O)(=O)N2CCCCC2C)cc1 (centres undefined)
#35 CC1(C)CC(=O)C(C=NCCN2CCN(C(=O)CC3CCCC3)CC2)=C(O)C1
#36 O=C(c1nnc(Cc2ccc(Cl)cc2)o1)N1CCc2ccccc2C1
#37 COc1ccccc1N1CCN(CC(=O)Nc2ccc(CN3CCCCC3)cc2)CC1
#38 CCOC(=O)CSc1nnc2n1C(C)(C)Cc1ccccc1-2
#39 COC(=O)C1=C(C(C)=O)C(c2ccc(C)cc2)n2nnnc2N1 (centres undefined)
#40 COC(=O)C1=C(C(=O)c2ccccc2)C(c2ccc(O)c(OC)c2)n2nnnc2N1 (centres undefined)
assay / entry	31	32	33	34	35	36	37	38	39	40
FXIa mix inh	4	7	6	0	-8	4	11	7	6	3
CatB mixtures	2	5	-1	2	-3	0	9	8	-2	0
AP ELISA ortho	10	-8	12	16	10	20	1	3	24	15
CatS inh	7	27	7	-1	-3	-2	22	12	-11	-5
C1s block	1	-14	0	1	-31	14	7	4	-2	1
E coli RNAP	3	2	2	2	3	9	8	0	-10	7
CatL inh	19	15	12	8	14	.	18	-1	-5	3
CatB block	3	12	4	4	4	6	2	9	-2	-4
Cathepsin G inh	6	1	1	8	5	9	4	-2	-4	8

Of the compounds above, these have an aryl methoxy group:
#9 COc1ccccc1C1C(C#N)=C(N)Oc2cc(C)n(Cc3ccccn3)c(=O)c21 (centres undefined)
#13 COc1ccccc1NC(=O)CN(Cc1ccco1)C(=O)c1cccs1
#18 COc1ccc(C(=O)CCN2CCCCCC2)cc1
#25 COc1ccc(C2C(C(=O)N3CCN(C)CC3)c3ccccc3C(=O)N2C2CCCCC2)cc1 (centres undefined)
#29 COc1ccccc1OCCCCNCCO
#37 COc1ccccc1N1CCN(CC(=O)Nc2ccc(CN3CCCCC3)cc2)CC1
#40 COC(=O)C1=C(C(=O)c2ccccc2)C(c2ccc(O)c(OC)c2)n2nnnc2N1 (centres undefined)
assay / entry	9	13	18	25	29	37	40
FXIa mix inh	4	5	8	10	3	11	3
CatB mixtures	5	-2	-1	-1	2	9	0
AP ELISA ortho	-1	0	1	13	-1	1	15
CatS inh	33	-2	1	-5	-6	22	-5
C1s block	-10	-15	-13	1	19	7	1
E coli RNAP	7	-1	11	-3	5	8	7
CatL inh	16	-7	11	-8	14	18	3
CatB block	2	-1	5	0	-1	2	-4
Cathepsin G inh	-2	-3	-1	0	44	4	8

Next part.
#41 O=C(CCc1ccccc1)Nc1c(F)c(F)c(F)c(F)c1F
#42 CCOC(=O)CNC(=O)CSc1nnc(Cn2c(=O)sc3ccccc32)n1C
#43 CCOC(=O)c1cc(=O)cc(C(=O)OCC)o1
#44 O=C(Cn1c(=O)n(-c2ccccc2)c(=O)n1CC(=O)N1CCCCC1)N1CCCCC1
#45 COc1cc(CN2CCC(C(=O)N3CCC(C)CC3)CC2)cc(Br)c1O
#46 O=C1Nc2ccccc2OC1CC(=O)N1CCCC1 (centres undefined)
#47 Cc1ccccc1-n1nc(C)c2cc(C(=O)N3CCN(S(=O)(=O)c4ccccc4)CC3)sc21
#48 Cc1cc(O)c(C(C)C)cc1NS(=O)(=O)c1ccccc1
#49 CCOC(=O)c1csc(Nc2nc3ccc(F)cc3s2)n1
#50 CCOc1ccc(N(CC(=O)NC2CCCCCC2)S(=O)(=O)c2c(C)noc2C)cc1
assay / entry	41	42	43	44	45	46	47	48	49	50
FXIa mix inh	1	-1	10	1	5	2	5	2	3	-3
CatB mixtures	5	4	-2	0	-5	7	2	-1	4	4
AP ELISA ortho	-2	29	-1	5	12	16	-3	11	16	20
CatS inh	19	8	-8	-2	-2	7	11	-3	-3	-1
C1s block	0	4	3	1	-4	15	-17	7	-24	-8
E coli RNAP	12	2	-5	3	-3	5	.	-2	2	4
CatL inh	10	.	3	8	-21	13	3	3	-8	.
CatB block	6	0	0	-7	-6	3	6	1	0	0
Cathepsin G inh	-2	6	1	-1	-2	11	-5	6	5	9

#51 Cc1cc(=O)[nH]c(-n2nc(C)c(Oc3ccccc3O)c2C)n1
#52 COC(=O)c1c(C(=O)OC)c(C)n(Cc2ccco2)c1C
#53 COc1ccc(CCNC(=O)COc2ccc(S(=O)(=O)N3CCOCC3)cc2)cc1
#54 Cc1cccn2c(=O)c(C=NCc3ccccc3)c(NCCO)nc12
#55 COC(=O)[C@H](CCSC)NC(=O)NCc1ccc(S(N)(=O)=O)cc1
#56 COc1ccc(OC)c(C(c2nnnn2CCc2ccccc2)N2CCN(c3ccccc3)CC2)c1 (centres undefined)
#57 COc1ccc(C(c2nnnn2Cc2ccccc2)N2CCN(C(=O)c3ccco3)CC2)cc1 (centres undefined)
#58 COC(=O)c1ccc(Oc2c(C)oc3c(CN4CCN(C)CC4)c(O)ccc3c2=O)cc1
#59 COc1ccc(S(=O)(=O)Nc2ccccc2OC)cc1C
#60 Cc1cc(OCCNCCO)cc(C)c1Cl
assay / entry	51	52	53	54	55	56	57	58	59	60
FXIa mix inh	-2	5	16	1	3	0	2	-3	6	3
CatB mixtures	1	2	4	2	5	3	2	3	8	5
AP ELISA ortho	1	19	12	12	9	0	4	12	10	22
CatS inh	-7	9	-4	10	0	5	-11	-8	-3	-1
C1s block	-22	11	7	-11	-9	-13	3	-76	-4	14
E coli RNAP	2	9	6	2	10	11	2	-13	5	4
CatL inh	.	18	6	-55	-1	-4	.	-133	18	5
CatB block	1	1	-2	-5	2	0	4	-3	-2	-3
Cathepsin G inh	-3	10	-33	-4	9	10	7	-8	0	10

#61 CCC1Oc2ccccc2N(CC(=O)NCCN2CCc3ccccc3C2)C1=O (centres undefined)
#62 CCOC(=O)c1cccc(S(=O)(=O)N(CCO)Cc2cc3cc(OC)ccc3[nH]c2=O)c1
#63 O=C(c1ccc(=O)n(Cc2ccccc2)n1)N1CCN(C/C=C/c2ccccc2)CC1
#64 COc1ccccc1CNS(=O)(=O)c1ccc2[nH]cc(C(=O)O)c(=O)c2c1
assay / entry	61	62	63	64
FXIa mix inh	2	-10	3	3
CatB mixtures	3	-2	2	-1
AP ELISA ortho	16	-14	-5	5
CatS inh	-2	-10	-5	5
C1s block	-1	-2	-2	1
E coli RNAP	2	10	0	8
CatL inh	0	18	9	16
CatB block	-1	6	-1	-2
Cathepsin G inh	7	-5	-2	0
